Tb PYK inh: qHTS of Trypanosoma Brucei Inhibitors; 410,000 tested, 0.12% active; pyruvate kinase (Trypanosoma brucei), Q57TT1; TbPYK enzyme, Kinase-Glo Plus ATP luminescence, 45 min; Potency, µM (series often up to 76.8 µM), for inactives: at the highest dose activity, negative = inhibition, usual class: inhibitors; further: potency means the concentration at half of the fitted maximal effect; on the % scale 0 is the no-effect control and ±100 the full control effect; nearly all actives have a fitted effect of over 50% in size
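TbPYK + substrate in 50 mM TEA pH 7.2, 100 mM KCl, 10 mM MgCl2, 0.05% BSA, 0.01% Tween-20; cpd pinned; ADP 130 uM final; 45 min RT; Kinase-Glo Plus 10 min; luminescence endpoint.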
Pf growth 48h: Primary qHTS for delayed death inhibitors of the malarial parasite plastid, 48 hour incubation. AID 504832, 2011. 310,000 tested, 5.9% active. P. falciparum luciferase growth in erythrocytes, 48 h. Potency, µM (top dose mostly 28.7 µM), without a hit: top-dose activity change, negative = inhibition, hits mostly inhibitors; further: potency means the concentration at half of the fitted maximal effect; on the % scale 0 is the no-effect control and ±100 the full control effect
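Luminescence readout; reporter = integrated firefly luciferase in P. falciparum. RBC culture at 2% hematocrit, 0.1% parasitemia final, 37 C/5% CO2; decreased signal taken as growth inhibition.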
Cycloheximide cs: Cycloheximide Counterscreen for Small Molecule Inhibitors of Shiga Toxin | cell reporter, cycloheximide protein synthesis inhibition counterscreen | max response, % | 300,000 tested, 12% active | AID 2314, 2010; in the data active means max response mostly above about 13%, no sharp cut-off; inactive means mostly below about 14%; further: read at 38.3 µM for the half of the compounds with a filed dose; 0% is about no effect
LmPK inhibitor: qHTS Assay for Inhibitors of Leishmania Mexicana Pyruvate Kinase (LmPK). purified LmPK, Kinase-Glo ATP luminescence, 1 h. Potency, µM (highest dose often 57.5 µM), inactives show at the top dose activity change, negative = inhibition, hits mostly inhibitors. 290,000 tested, 0.37% active; further: potency means the concentration at half of the fitted maximal effect; on the % scale 0 is the no-effect control and ±100 the full control effect
Target sequence (Q27686 whole entry, looked up): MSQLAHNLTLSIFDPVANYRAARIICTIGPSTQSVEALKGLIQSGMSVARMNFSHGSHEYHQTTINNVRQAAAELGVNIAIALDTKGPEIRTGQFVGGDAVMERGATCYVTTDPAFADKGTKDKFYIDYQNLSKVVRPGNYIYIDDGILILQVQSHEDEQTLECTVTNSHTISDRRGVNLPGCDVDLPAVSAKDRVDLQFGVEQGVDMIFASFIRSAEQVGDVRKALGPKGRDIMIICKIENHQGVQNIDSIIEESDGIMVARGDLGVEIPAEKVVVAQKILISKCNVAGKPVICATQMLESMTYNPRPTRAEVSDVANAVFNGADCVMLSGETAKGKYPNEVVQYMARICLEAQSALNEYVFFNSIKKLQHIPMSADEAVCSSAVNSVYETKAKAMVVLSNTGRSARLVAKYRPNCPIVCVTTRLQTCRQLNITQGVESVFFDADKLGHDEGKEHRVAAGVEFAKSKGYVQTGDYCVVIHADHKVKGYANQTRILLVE
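0.1 nM LmPK, 0.5 mM PEP, 0.1 mM ADP; 50 mM imidazole pH 7.2, 7 mM MgCl2, 50 mM KCl; 1 h RT. Kinase-Glo luminescence readout, normalized to no-enzyme (full inhibition) and uninhibited wells.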
Pf growth 96h: Primary qHTS for delayed death inhibitors of the malarial parasite plastid, 96 hour incubation | P. falciparum luciferase reporter growth, 96 h | Potency, µM (doses to about 28.7 µM), for inactives: at the highest dose activity change, negative = inhibition, usual class: inhibitors | 320,000 tested, 6.9% active | AID 504834, 2011; further: potency means the concentration at half of the fitted maximal effect; on the % scale 0 is the no-effect control and ±100 the full control effect
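Two-generation exposure (96 h) targets delayed-death phenotype. Reporter parasites carrying integrated firefly luciferase, in red cells at 2% hematocrit and 0.05% parasitemia final, kept at 37 C, 5% CO2; luminescence loss indicates inhibition.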
Shiga inhibitor: A qHTS for Small Molecule Inhibitors of Shiga Toxin; Vero cells, Shiga toxin protein synthesis inhibition reporter; AID 2315, 2010; 290,000 tested, 9.2% active; inhibition, % at 38.7 µM; in the data active means inhibition mostly above about 28%, no sharp cut-off; inactive means mostly below about 43%; further: 0% is about no effect
HCV inhibitor: qHTS Assay for Inhibitors of Hepatitis C Virus (HCV) | Huh7.5.1 HCVcc-Cre infection, luciferase reporter, 44 h | Potency, µM (highest dose often 41.8 µM), for inactives: at the top dose activity change, negative = inhibition, actives largely listed as inhibitors | 340,000 tested, 3.4% active; further: potency means the concentration at half of the fitted maximal effect; on the % scale 0 is the no-effect control and ±100 the full control effect
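Luciferase read-out (15 sec integration) after a 15 min room-temperature substrate step quantifies HCVcc-Cre infection. Cells, 1,000 per well, had compound added 4 h post-plating, then virus at ~0.5 moi, and were cultured 44 h.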
An asterisk follows results filed as active; ? = inconclusive; nt = not tested or not shown; & = joins results of further samples; [ ] = dose if it differs, or a comment. Unless noted, the call rests on the fitted dose curve; in most records, active means well fitted curve in the direction sought with a large enough effect; inconclusive means small, poorly fitted or top-dose-only effect, or another doubt; inactive means no such curve, though single readings can be large; an effect the other way counts as inactive or inconclusive.

Sample of the layout (5 entries):
no.	Compound	Tb PYK inh	Pf growth 48h	Cycloheximide cs	LmPK inhibitor
1	Cc1c(C(=O)N(Cc2ccncc2)CC2CCCO2)oc2c(F)cccc12 (configuration not stated)	-17%	-28%	-3	-1%
2	CC(=O)N(CCC(c1ccco1)C(C)C)Cc1ccc(Cl)cc1 (configuration not stated)	-4%	?	2	-2%
3	Cc1ccc(S(=O)(=O)N2CCN(CC(=O)NC3CCCc4ccccc43)CC2)cc1C (configuration not stated)	1%&1%	?	3	-2%
4	Cc1ccc(/C=C(\NC(=O)c2ccccc2)C(=O)NCCc2ccccn2)o1	0%	-3%	11*	0%
5	NNC(=O)CNC(c1ccccc1)c1cc(Cl)ccc1NC(=O)c1ccccc1 (configuration not stated)	5%	?	-3	-1%

no.	Pf growth 96h	Shiga inhibitor	HCV inhibitor
1	10µM*	-3	2%
2	?	-6	7%
3	nt	-3	32µM*
4	-3%	24	35%[activator]
5	244%[activator]	-5	-10%

Main list, from the first entry:
no.	Compound	Tb PYK inh	Pf growth 48h	Cycloheximide cs	LmPK inhibitor
1	Cc1c(C(=O)N(Cc2ccncc2)CC2CCCO2)oc2c(F)cccc12 (configuration not stated)	-17%	-28%	-3	-1%
2	CC(=O)N(CCC(c1ccco1)C(C)C)Cc1ccc(Cl)cc1 (configuration not stated)	-4%	?	2	-2%
3	Cc1ccc(S(=O)(=O)N2CCN(CC(=O)NC3CCCc4ccccc43)CC2)cc1C (configuration not stated)	1%&1%	?	3	-2%
4	Cc1ccc(/C=C(\NC(=O)c2ccccc2)C(=O)NCCc2ccccn2)o1	0%	-3%	11*	0%
5	NNC(=O)CNC(c1ccccc1)c1cc(Cl)ccc1NC(=O)c1ccccc1 (configuration not stated)	5%	?	-3	-1%
6	Cc1ccccc1N/C(SCc1ccc(Cl)cc1)=C(/C#N)C(N)=O	2%	?	-5	5%
7	COc1ccc(-c2noc(-c3ccc(Cl)cc3[N+](=O)[O-])n2)cc1OC	-18%	57%[activator]	16*	1%
8	CCOc1cc(N2CCOCC2)c(OCC)cc1NC(C)C(=O)N1CCC(C)CC1 (configuration not stated)	1%	10µM*	-2	3%

no.	Pf growth 96h	Shiga inhibitor	HCV inhibitor
1	10µM*	-3	2%
2	?	-6	7%
3	nt	-3	32µM*
4	-3%	24	35%[activator]
5	244%[activator]	-5	-10%
6	?	-9	-5%
7	-21%	16	?
8	?	-7	8%

Record cards (already shown). Values in the order: Tb PYK inh | Pf growth 48h | Cycloheximide cs | LmPK inhibitor | Pf growth 96h | Shiga inhibitor | HCV inhibitor
NNC(=O)CNC(c1ccccc1)c1cc(Cl)ccc1NC(=O)c1ccccc1 (configuration not stated) as listed: 5% | ? | -3 | -1% | 244%[activator] | -5 | -10%
Cc1ccc(/C=C(\NC(=O)c2ccccc2)C(=O)NCCc2ccccn2)o1 as listed: 0% | -3% | 11* | 0% | -3% | 24 | 35%[activator]
CC(=O)N(CCC(c1ccco1)C(C)C)Cc1ccc(Cl)cc1 (configuration not stated) as listed: -4% | ? | 2 | -2% | ? | -6 | 7%

(listing goes on)
no.	Compound	Tb PYK inh	Pf growth 48h	Cycloheximide cs	LmPK inhibitor
9	CC(=O)Nc1ccc2ccccc2c1	4%	nt	29*	-7%
10	COCCNc1nnc(SCC(=O)N2CCN(S(=O)(=O)c3ccccc3)CC2)s1	-8%	-21%	-2	1%
11	COc1ccc(NC(=O)CC2CCCCC2)cc1OC	-3%	3.3µM*	27*	-1%
12	COc1ccccc1-c1ccc(SCc2cccc(C)c2)nn1	-1%	10µM*	23*	-3%
13	Cc1nc(CSc2n[nH]c(=O)n2-c2ccccc2)cs1	-4%	46%[activator]	0	4%
14	CCC(=O)Nc1sc(Cc2ccc3c(c2)OCO3)c(C)c1C(N)=O	-17%	?	-2	1%
15	Cc1ccc(S(=O)(=O)NCCSc2ccccc2)cc1[N+](=O)[O-]	3%	19%	-2	-4%
16	CCOc1ccc2c(c1)c(=O)c(S(=O)(=O)c1ccc(CC)cc1)cn2C	5%	-15%	-6	7%

no.	Pf growth 96h	Shiga inhibitor	HCV inhibitor
9	75%[activator]	43	11%
10	112%[activator]	-3	5%
11	2.6µM*	36	-3%
12	12µM*	29	-7%
13	-1%	-12	11%
14	-12%	25	-19%
15	17%	-2	0%
16	?	15	-23%

Further results follow.
no.	Compound	Tb PYK inh	Pf growth 48h	Cycloheximide cs	LmPK inhibitor
17	O=C(CCn1c(=O)oc2ccccc21)NCCCN1CCN(c2ccc(F)cc2)CC1	nt	-19%	-5	1%
18	CC(OC(=O)c1cccc([N+](=O)[O-])c1)C(=O)N1CCc2ccccc21 (configuration not stated)	8%	?	nt	nt
19	Cc1cc2c(cc1C)[n+](C)cn2CC(O)COCC1CC=CCC1 (configuration not stated)	-8%	2.9µM*	-2	3%
20	COc1ccc(NC(=O)CN2C(=O)NC(C)(C3CC3)C2=O)cc1S(=O)(=O)N1CCOCC1 (configuration not stated)	-8%	-19%	nt	nt
21	CC1=NN(c2ccc(Cl)cc2)C(=O)C1C(c1cccc(O)c1)c1c(C)[nH]n(-c2ccc(Cl)cc2)c1=O (configuration not stated)	-3%	17%	0	-2%
22	C[C@H](NC(=O)OC(C)(C)C)C(=O)N/N=C/c1cccc2nccnc12	-2%	-1%	-3	-4%
23	CCn1c(SCc2nc3ccccc3[nH]2)nnc1-c1cccs1	-8%	0%	2	3%
24	COc1ccc(CN2C(=O)C(Cc3ccccc3)Nc3ncnc(N4CCN(c5ccccc5)CC4)c32)cc1 (configuration not stated)	-10%	2.6µM*	nt	nt

no.	Pf growth 96h	Shiga inhibitor	HCV inhibitor
17	2%	-11	-19%
18	?	nt	-18%
19	2%	2	-11%
20	-20%	nt	10%
21	-10%	-3	9%
22	10%	-14	8%
23	-27%	-7	3%
24	6.6µM*	nt	3.2µM*

The listing continues.
no.	Compound	Tb PYK inh	Pf growth 48h	Cycloheximide cs	LmPK inhibitor
25	COc1cc(/C=C2\C(=N)N3N=CSC3=NC2=O)cc(Br)c1OC(=O)c1ccco1	-20%	?	-3	3%
26	O=C(CCn1c(=O)oc2ccccc21)N1CCCCCC1	2%	5%	9	-3%
27	CC(Oc1cc2oc(=O)c3c(c2cc1Cl)CCC3)C(=O)NCc1ccncc1 (configuration not stated)	-13%	14%	-1	0%
28	COc1ccccc1N1CCN(C(=O)C2CCN(S(=O)(=O)c3ccc(C)cc3)CC2)CC1	2%	?	-3	3%
29	CCCCN1C=CC(=C2C(=O)c3ccccc3C2=O)C=C1	?	-73%	-15	0%
30	CC1Cc2cc(/C=C3/SC(=S)NC3=O)ccc2O1 (configuration not stated)	-11%	81%[activator]	14	?
31	CN(C(=O)c1c(Cl)cnn1C)C12CC3CC(CC(C3)C1)C2	3%	3%	-2	-6%
32	Cc1cccc(S(=O)(=O)NCCNS(=O)(=O)c2cccc(C)c2)c1	2%	4%	-5	-2%

no.	Pf growth 96h	Shiga inhibitor	HCV inhibitor
25	?	6	17%
26	9%	-17	12%
27	-19%	-3	-1%
28	?	-13	?
29	?	-30	-10%
30	72%[activator]	32	-5%
31	?	-2	-5%
32	-14%	17	?

(cont.)
no.	Compound	Tb PYK inh	Pf growth 48h	Cycloheximide cs	LmPK inhibitor
33	COc1ccc(CNC(=O)c2ccc3ccccc3n2)cc1OC	-6%	4%	2	5%
34	CCOc1ccc(NC(=O)CN(C)C(=O)c2cn3ccccc3n2)cc1OCC	0%	-3%	nt	nt
35	COc1ccc(OCC2CNC(=O)O2)cc1 (configuration not stated)	-4%	-8%	3	4%
36	CCOC(=O)CNC(=O)c1nn(-c2ccc(OCC)cc2)c(=O)c2ccccc12	-3%	7%	-1	-6%
37	Cc1ccsc1/C=N/n1c(-c2ccccn2)n[nH]c1=S	?	38%[activator]	10	7%
38	COc1ccccc1N1CCN(C(=O)c2onc(C)c2Cl)CC1	6%	-26%	5	-1%
39	COc1ccc2sc(NC(=O)c3ccco3)nc2c1	-19%	308%[activator]	23*	?
40	CCOc1cc(/C=C/c2cccc[n+]2C)ccc1O	-5%	9.3µM*	0	-1%

no.	Pf growth 96h	Shiga inhibitor	HCV inhibitor
33	34%[activator]	27	10µM*
34	-2%	nt	15%
35	123%[activator]	-3	3%
36	42%	13	1%
37	47%[activator]	13	0%
38	?	7	1%
39	56%[activator]	30	-13%
40	8.3µM*	-2	1%

More records:
no.	Compound	Tb PYK inh	Pf growth 48h	Cycloheximide cs	LmPK inhibitor
41	COC(=O)C(NC(=O)c1c(C)nn(C)c1Cl)c1ccccc1 (configuration not stated)	-1%	49%[5.75 µM]	-1	0%
42	COc1ccc(CCNC(=O)c2ccc3c(c2)NC(=O)C(CSCc2cc(C)ccc2C)N3)cc1OC (configuration not stated)	nt	3%	-1	12%
43	COc1ccccc1CCc1nnc(CCC(=O)NCCCOc2cccnc2)o1	4%	3%	-2	1%
44	COc1ccccc1-c1c(C)nn2c(N3CCOCC3)cc(C)nc12	-16%	-16%	-5	0%
45	CCc1sc(NC(=O)c2cc3ccccc3oc2=O)nc1-c1cccs1	2%	9%	-2	-2%
46	COc1ccccc1/C=C/CN1CCN(Cc2ccc(C)o2)C(CCO)C1 (configuration not stated)	-8%	?	-2	8%
47	c1cc2c(cc1Cn1cnnn1)OCO2	1%	3%	9	-9%
48	N#Cc1nc(-c2ccccc2)oc1NCC1CCCO1 (configuration not stated)	-7%	16%	14	2%

no.	Pf growth 96h	Shiga inhibitor	HCV inhibitor
41	58%[5.75 µM]	-9	-1%
42	-2%	26	nt
43	?	2	0%
44	20%	-8	?
45	?	-7	12%
46	?	-3	-18%
47	47%[activator]	158*	22%
48	5%	34	-6%

Going on with the list.
no.	Compound	Tb PYK inh	Pf growth 48h	Cycloheximide cs	LmPK inhibitor
49	O=C(NCC(=O)N1CCN(C(=O)c2ccccc2)CC1)c1ccccc1	-2%	6%	nt	nt
50	COc1cccc(C2CC(c3ccc(Cl)cc3)Nc3nc(N)nn32)c1 (configuration not stated)	-3%	39%[activator]	4	0%
51	Cc1ccc(-c2cc(-c3ccc(C)cc3)[n+](C)o2)cc1	-9%	1.2µM*	-3	2%
52	CCn1ncc(Cl)c1C(=O)NC(=S)Nc1c(C)cc(C)cc1[N+](=O)[O-]	-1%	-22%	-4	2%
53	COc1ccc(C(=O)NNC(=S)NC(=O)c2ccccc2)cc1	-15%	?	9	-1%
54	CCN(CC)C(=O)N[C@@H]1C[C@@H]2c3cccc4[nH]cc(c34)C[C@H]2N(C)C1	-7%	?	nt	nt
55	Cc1cccc(C)c1NC(=O)NN=C1CCCCC1	3%	-13%	3	0%
56	C#CC1(O)CC(C)N(C)C(C)C1 (configuration not stated)	-1%	8%	-4	-2%

no.	Pf growth 96h	Shiga inhibitor	HCV inhibitor
49	-19%	nt	0%
50	63%[activator]	2	4%
51	0.37µM*	-1	8.9µM*
52	-17%	-14	-19%
53	6.6µM*	31	?
54	9%	nt	nt
55	3%	-2	10%
56	32%[activator]	-9	0%

Taken from above.
Tb PYK inh with no. 54 is entered as -7%
Pf growth 48h with no. 49 is entered as 6%
Pf growth 96h with no. 52 is entered as -17%

Bioassay records deposited in PubChem by National Center for Advancing Translational Sciences (NCATS).
